Bioassay records as filed in PubChem BioAssay.
ADAM10 inh: human ADAM10 inhibitors, primary screen, biochemical, QFRET, HTS; AID 720582, 2013; inhibition, % at 7 µM; actives 0.62% (n = 370,000); recombinant ADAM10, EDANS/DABCYL FRET peptide cleavage, 3 h;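 active = inhibition above a per-campaign cutoff equal to the mean of compounds falling between control-based bounds plus 3 SD, cut at about 20% in these data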;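 note: 0% = DMSO wells while the 100% control is not disclosed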
Target sequence (O14672 214-748 limits assumed): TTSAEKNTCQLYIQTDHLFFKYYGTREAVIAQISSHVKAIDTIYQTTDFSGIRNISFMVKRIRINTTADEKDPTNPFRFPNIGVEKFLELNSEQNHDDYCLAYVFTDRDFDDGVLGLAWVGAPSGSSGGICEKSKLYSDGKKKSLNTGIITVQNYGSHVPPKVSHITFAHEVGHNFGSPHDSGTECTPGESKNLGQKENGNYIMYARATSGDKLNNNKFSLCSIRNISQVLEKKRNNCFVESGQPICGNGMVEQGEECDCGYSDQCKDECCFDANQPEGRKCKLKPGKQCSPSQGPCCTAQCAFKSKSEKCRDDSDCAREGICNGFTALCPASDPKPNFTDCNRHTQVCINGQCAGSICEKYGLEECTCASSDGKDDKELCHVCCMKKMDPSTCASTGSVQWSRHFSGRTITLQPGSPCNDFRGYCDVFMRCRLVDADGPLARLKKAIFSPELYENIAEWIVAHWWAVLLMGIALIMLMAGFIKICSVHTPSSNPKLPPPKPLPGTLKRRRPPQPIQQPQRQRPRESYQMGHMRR
FXN GAA850 act: FXN promoter activators, primary screen, cell-based, luciferase luminescence, HEK293 lucGAA850; actives 0.56% (n = 360,000); HEK293 lucGAA850 FXN promoter luciferase reporter, 24 h; percent of 10 µM SAHA response; activation, % at 6 µM;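 active = activation above the average of all compounds screened plus 3 SD, cutoff fixed separately per campaign, cut at about 7.5% in these data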;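 note: 0% = DMSO wells and 100% = 10 µM SAHA wells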
rCAG RNA binder: binders of r(CAG) RNA repeats, primary screen, biochemical, fluorescence. r(CAG) RNA repeat, TO-PRO-1 dye displacement fluorescence. inhibition, % at 3 µM. actives 1.3% (n = 370,000). AID 651821, 2012;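 active = inhibition above the plate cutoff, the mean of all test compounds on that plate plus 3 SD, cut at about 35% in these data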;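 note: 0% = DMSO alone and 100% = 100 µM mitoxantrone as full dye displacement; higher means more dye released from RNA so lower well fluorescence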
ARFGAP1 inh: inhibitors of rat ARFGAP1 GAP activity, primary screen, biochemical, fluorescence polarization, GDP tracer; Arfgap1-stimulated ARF1 GTP hydrolysis, GDP FP detection; inhibition, % at 16.5 µM; actives 0.26% (n = 360,000); AID 651572, 2012;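 active = inhibition above a per-plate limit, mean inhibition of low control wells plus 3 SD, cut at about 25% in these data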;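 note: 0% = DMSO wells with enzyme and 100% = wells lacking Arfgap1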
Target sequence (Q62848 1-136 limits assumed): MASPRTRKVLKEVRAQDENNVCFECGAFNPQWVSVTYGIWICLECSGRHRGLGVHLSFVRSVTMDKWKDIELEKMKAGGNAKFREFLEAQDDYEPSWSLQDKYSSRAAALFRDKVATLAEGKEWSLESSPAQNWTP
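Replicates: Single well per compound | Assay system: Truncated rat Arfgap1 GAP domain | Control set: No-Arfgap1 wells (100%) versus DMSO full-reaction wells (0%) | Times: Enzyme reaction 120 min at 25 °C after 20 min preincubation | Reagent: Human ARF1(Δ1-17)-GTP substrate | Measured by: Tracer-displacement fluorescence polarization with EDTA stop, 620/688 nm | Measure: Percent inhibition of Arfgap1-stimulated GTP hydrolysis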
GC-A act: GC-A stimulated cGMP production enhancers – HEK293 GC-A cells, cGMP TR-FRET, EC30 ANP, primary screen | Atrial natriuretic peptide receptor 1 (Homo sapiens), P16066 | 0% at EC30 ANP, 100% saturating ANP | activation, % at 10 µM | actives 0.14% (n = 370,000) | AID 1671463, 2021; in the data active = activation above about 40%
DDE Tn6 FP inh: inhibitors of Tn6 peptide binding to fibrin DD(E), primary screen, biochemical, fluorescence polarization, human fibrin, Tn6 probe; Fibrin DD(E) TRITC-Tn6 fluorescence polarization displacement; Fibrinogen beta chain (Homo sapiens), P02675; inhibition, % at 8.3 µM; actives 0.21% (n = 370,000);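 active = inhibition above a per-campaign cutoff: mean of compounds within control limits plus 3 SD, cut at about 15% in these data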;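 note: 0% = median of all compound wells on the plate and 100% = blocking peptide control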
ASAP1 inh: inhibitors of human ASAP1 ArfGAP activity, primary screen, biochemical, fluorescence polarization. actives 0.19% (n = 360,000). inhibition, % at 16.5 µM. ASAP1-stimulated ARF1 GTP hydrolysis, GDP FP detection. Arf-GAP with SH3 domain, ANK repeat and PH domain-containing protein 1 (Homo sapiens), …; in the data active = inhibition above about 25%;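 note: 0% = vehicle with enzyme and substrate and 100% = no enzyme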
proKLK7 act: proKLK7 zymogen activators, primary screen, biochemical, fluorescence intensity. activation, % at 7 µM. Kallikrein-7 (Homo sapiens), P49862. AID 652039, 2013. actives 0.9% (n = 370,000). purified proKLK7, EDANS-DABCYL substrate fluorescence; 100% is mature enzyme control, 0% vehicle;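 active = activation above the mean of all tested compounds plus 3 SD, computed per campaign excluding outliers beyond control limits, cut at about 13% in these data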
Target sequence (P49862 whole entry, looked up): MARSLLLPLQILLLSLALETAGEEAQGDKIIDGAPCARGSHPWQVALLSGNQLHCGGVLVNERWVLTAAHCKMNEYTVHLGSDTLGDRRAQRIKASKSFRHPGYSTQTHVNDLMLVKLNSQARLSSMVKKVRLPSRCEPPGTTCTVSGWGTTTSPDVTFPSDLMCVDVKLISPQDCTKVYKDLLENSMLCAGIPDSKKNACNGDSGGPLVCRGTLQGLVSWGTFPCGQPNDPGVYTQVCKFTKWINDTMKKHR
GC-B act: human GC-B receptor activators, primary screen, HEK293 GC-B cells, cGMP TR-FRET, EC30 CNP; Atrial natriuretic peptide receptor 2 (Homo sapiens), P20594; 0% at EC30 CNP, 100% saturating CNP; activation, % at 10 µM; actives 0.11% (n = 370,000); AID 1920062, 2024;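 active = activation at 10 µM reaching about 35% in either raw or pattern-adjusted values, limit read from the data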
HGIII-sPLA2 inh: human group III sPLA2 inhibitors, primary screen, biochemical, QFRET, BODIPY PC-A2 liposome substrate; actives 0.56% (n = 370,000); Group 3 secretory phospholipase A2 (Homo sapiens), Q9NZ20; QFRET BODIPY PC-A2 liposome hydrolysis, fluorescence; inhibition, % at 12.2 µM;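 active = inhibition above mean plus 3 SD of compounds lying within the high and low control bounds, cut at about 19% in these data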;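 note: 0% = median of test compound wells and 100% = no enzyme DMSO wells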
An asterisk follows results filed as active; i = inactive; . = not tested or not shown; & = joins results of further samples.

SMILES	ADAM10 inh	FXN GAA850 act	rCAG RNA binder	ARFGAP1 inh	GC-A act	DDE Tn6 FP inh	ASAP1 inh	proKLK7 act	GC-B act	HGIII-sPLA2 inh
COc1cccc(F)c1C(C[N+](=O)[O-])c1c(N)n(C)c(=O)n(C)c1=O (stereo not given)	-7	-1.7	-1	-4	-1	2	-2	0.4	-1	19
COc1ccccc1NC1=NC(CO)(CO)CS1	7	0.2	1	-7	2	-2	2	-0.1	-3	-14
CC(C)Oc1ccc(C(=O)Nc2ccc(NC(=O)c3ccco3)c(Cl)c2)cc1	-14	-1.2	5	9	1	6	-4	0.3	5	-5
COc1ccc(C(=O)Nc2ccnc(-c3cccnc3)n2)cc1	0	-0.6	-2	-10	-4	10	-5	-0.1	0	-3
C#CCNCCS(=O)(=O)N(Cc1ccc(Br)cc1)[C@@H](CC(C)C)C(=O)O	-3	-0.4	30	8	-3	-2	4	0.5	8	-13
CC1=C(C(=O)OCc2ccccc2)C(c2ccc(Br)cc2)NC(=O)N1CCCC(=O)O (stereo not given)	-2	.	13	16	2	-1	13	0.7	2	3
Cc1csc(NC(=O)C2CCN(S(=O)(=O)c3ccccc3)CC2)n1	-1	1.4	0	-7	-4	10	-10	0.3	3	-10
CCC(=O)OCC(=O)Nc1ccc(OC)cc1[N+](=O)[O-]	6	1.6	-1	-6	2	-7	-11	0.3	0	4
O=[N+]([O-])c1ccccc1N/N=C1\CCc2ccccc21	-1	1.5	2	-8	-5	-2	-1	-0.2	-12	4
CC(=O)c1ccccc1NC(=O)COC(=O)/C=C/c1ccc(OC(F)F)cc1	-7	2.7	-1	0	5	6	-6	-0.4	2	4
O=C(NCCCn1ccnc1)c1cc(-c2cccnc2)nc2ccc(Br)cc12	0	-1.0	-2	-1	1	-2	-6	-1.1	-7	-16
O=C1c2ccccc2C(=O)N1Cc1nc2ccccc2c(=O)n1CCCN1CCOCC1	-5	-1.0	-2	4	2	12	-7	0.0	2	4
O=C(Nc1ccc(-c2cn3c(n2)SCC3)cc1)c1ccc2ccccc2n1	9	-2.0	18	-8	0	0	-5	-33	1	-4
COc1cc(CNn2cn[nH]c2=S)cc(Cl)c1OCc1ccccc1	13	2.4	8	10	4	-5	3	-0.5	0	2
CC1CC(C)CN(C(=O)c2ccc(S(=O)(=O)N3CCCC3)cc2)C1 (stereo not given)	-18	-0.3	-8	0	-1	-8	6	0.4	1	5
Fc1ccc(Sc2ccccc2CNC2=NCCN2)cc1	4	-3.2	7	-17	1	-4	8	-0.4	0	4
Cc1c(C)n2c(SCC(=O)N3CCCCC3)nnc2[nH]c1=O	4	0.4	1	6	0	6	-3	0.4	-1	0
COc1cc(C)nc(Oc2ccc(OCCOc3ccccc3)nn2)n1	-5	-0.7	-2	15	-2	11	-9	-0.1	1	10
CS(=O)(=O)Nc1cccc(C2=NN(C(=O)c3ccco3)C(c3cccs3)C2)c1 (stereo not given)	3	-0.5	8	2	-11	0	-9	-0.3	-4	-17
Cc1cc(C)nc(SCc2ccc(C(=O)N/N=C/c3ccccn3)cc2)n1	0	0.7	-2	12	2	0	-3	-0.3	9	-9
Cc1cc([N+](=O)[O-])c(=O)[nH]c1C	-11	-1.4	1	3	0	-6	2	-0.6	-4	-1
Cc1ccc(C)c(-n2cc(-c3ccc(Cl)cc3)nc2SCC(=O)NC2CCS(=O)(=O)C2)c1 (stereo not given)	3	1.7	1	1	-6	-1	2	-0.1	-2	-9
CCN(CC(=O)Nc1ccccc1C(F)(F)F)C(=O)C1CCC1	10	-1.6	-1	5	-1	-2	-6	0.1	6	5
Cc1onc(-c2ccccc2)c1C(=O)Nc1ccccc1C#N	0&-4	-2.2&0.2	1&2	1&-7	-3&-1	-6&-6	2&0	-0.2&0.8	-5&-9	-2&-2
Cc1ccc(C)c(Cn2nc(-c3ccccc3)ccc2=O)c1	5	3.4	-9	1	-13	-4	-2	-0.8	-4	-4
COc1ccc([C@H]2CC(=O)C=C(c3ccc(Br)c4ccccc34)C2)cc1	4	1.3	9	-1	-2	-13	-2	0.9	0	-12
O=C(ON=C1CCN(c2ccc([N+](=O)[O-])cc2)CC1)c1ccccc1	2	-3.1	0	-8	-40	3	-5	0.4	-12	-10
CC(=O)c1nnn(-c2ccc(Cl)cc2C#N)c1C	-8	-0.4	-5	16	-3	-5	2	-0.1	-4	21*
Cc1ccc(S(=O)(=O)N2CCOCC2)cc1NC(=O)c1cc2c(s1)CCC2	12	-2.5	4	0	4	-8	-6	1.1	5	-10
COc1ccc(NC(=O)c2ccco2)cc1NC(=O)COc1ccccc1	13	0.3	-3	18	-3	-9	10	0.2	1	-3
Cc1ccc2nc(C)cc(NCCO)c2c1	3	-0.9	4	1	10	-2	8	-0.9	0	2
CCOc1ccc(C2CC(c3ccccc3C)n3ncnc3N2)cc1 (stereo not given)	-20	-0.6	-3	9	-1	-8	-6	0.1	-2	7
CCc1ccc(NC(=O)Cn2nnc(C(=O)NCc3ccco3)c2N)cc1	-2	0.1	3	0	-2	6	-1	0.1	2	-1
O=C(O)CCN(Cc1ccccc1)S(=O)(=O)c1c(Cl)cccc1Cl	4	1.6	5	-20	-3	-2	-5	0.4	-1	-4
Cc1ccc2nc(-c3ccc(-c4cccc(Cl)c4)cc3)c(NCc3ccccc3)n2c1	-281	1.3	7	6	15	1	1	2.2	1	-6
CC(C(=O)Nc1ccc(S(=O)(=O)N2CCCC2)cc1)N1CCN(c2ccccc2O)CC1 (stereo not given)	-8	-0.7	9	-7	-3	5	-4	0.7	-2	-9
COC(=O)N/N=C(\C)c1ccc(-n2ccnc2)cc1	4	1.1	-4	-6	3	-7	-14	-0.4	1	-1
O=C(CC1CC2CCC1C2)NCCc1ccc(Cl)cc1 (stereo not given)	3	0.6	-4	-10	-3	4	1	0.4	2	-1
CC(C)CCNC(=O)c1cccc(C(=O)NCCC(C)C)c1	4	-2.1	-5	1	-1	2	6	-0.2	4	1
CCc1noc(C)c1C(=O)N1CCCSC1=Nc1ccccc1OC	0	0.5	-2	0	-5	9	-12	0.0	5	-3
Cc1cccc(-n2c(C)n[nH]c2=S)c1	-3	0.5	-4	-8	-3	0	-2	-0.3	2	12
Cc1c(N)c(C(C)(C)C)cc(C(C)(C)C)c1[N+](=O)[O-]	7	0.1	-5	14	-1	-1	-17	-0.1	3	1
CCN1C(=O)N[C@@H](c2cccc(C(F)(F)F)c2)C(C(C)=O)=C1C	7	-0.1	1	5	0	0	3	-0.2	0	6
COc1ccc([C@H]2CC(=O)C=C(c3cccc(Br)c3)C2)cc1OC	15	2.1	0	-1	14	2	4	1.1	30	-17
O=C(O)COCC(=O)N1CCCN(c2ccc(C(F)(F)F)cn2)CC1	-12	0.6	25	0	2	-4	2	-0.2	4	4

2 entries from above in another layout:
COc1ccc([C@H]2CC(=O)C=C(c3cccc(Br)c3)C2)cc1OC
- ADAM10 inh: 15
- FXN GAA850 act: 2.1
- rCAG RNA binder: 0
- ARFGAP1 inh: -1
- GC-A act: 14
- DDE Tn6 FP inh: 2
- ASAP1 inh: 4
- proKLK7 act: 1.1
- GC-B act: 30
- HGIII-sPLA2 inh: -17

O=C(O)COCC(=O)N1CCCN(c2ccc(C(F)(F)F)cn2)CC1
- ADAM10 inh: -12
- FXN GAA850 act: 0.6
- rCAG RNA binder: 25
- ARFGAP1 inh: 0
- GC-A act: 2
- DDE Tn6 FP inh: -4
- ASAP1 inh: 2
- proKLK7 act: -0.2
- GC-B act: 4
- HGIII-sPLA2 inh: 4

Continued.
SMILES	ADAM10 inh	FXN GAA850 act	rCAG RNA binder	ARFGAP1 inh	GC-A act	DDE Tn6 FP inh	ASAP1 inh	proKLK7 act	GC-B act	HGIII-sPLA2 inh
CC(C)Cn1c(-c2cccs2)nc2nc3ccccc3nc21	i	4.0	1	-15	6	-5	6	-5.0	-3	0
CCOc1ccccc1NC(=S)N(CCOC)C1CCN(C(C)=O)CC1	-10	1.6	0	1	1	-3	-10	0.1	2	5
CN1C2=CC=CC=CC2=[N+](C)C12C([N+](=O)[O-])=CC(=[N+]([O-])[O-])C=C2[N+](=O)[O-] (stereo not given)	-2	6.5	-2	3	1	-7	13	-0.5	-1	3
CCOc1ccc2[nH]c(C)c(CN3CCN(CC)CC3)c(=O)c2c1	-62	-0.6	-2	-1	3	7	10	0.1	-1	-2
Cc1c(C(=O)N2CCN(S(=O)(=O)c3ccccc3)CC2)oc2ccc(Br)cc12	12	1.0	7	7	-2	2	6	0.6	-3	-4
c1coc(-c2nc(-c3ccncc3)no2)c1	3	3.9	-3	-4	5	7	5	0.1	5	3
CCOc1ccc(NC(=O)CCC(=O)N/N=C(\C)c2cccs2)cc1	9	-1.9	0	3	-2	-6	4	-0.2	-5	0
CC1CCCCN1S(=O)(=O)c1cccc2nonc12 (stereo not given)	0	0.2	-1	-1	-1	3	-2	0.3	2	-4
Nc1n[nH]c(N)c1N=Nc1ccc2c(c1)OCO2	12	1.3	7	1	1	-4	9	-1.0	-3	10
COc1cc(CNn2c(C)n[nH]c2=S)cc(Cl)c1OCC(=O)NC(C)(C)C	7	0.8	0	6	-1	-1	5	0.4	1	29*
CCOC(=O)CNS(=O)(=O)c1cc(-c2nnc(Nc3ccc4c(c3)OCO4)c3ccccc23)ccc1C	7	-2.1	17	16	8	-3	1	0.8	11	-16
CCOc1ccc2c(c1)sc1nc(C(=O)OC)cc(=O)n12	-12	-1.1	2	8	10	6	4	17*	6	5
Cc1cc(C(=O)Nc2nc3c(s2)CCCC3)cs1	-1	-1.0	1	6	3	1	-1	-0.2	-5	-2
CCN(CC)Cc1c(C(=O)N2CCc3ccccc3C2)nc2ccc(Cl)cn12	-12	-0.6	-1	8	-1	0	10	-0.3	-3	5
CC1(C(=O)NCc2ccccc2Br)CCN1Cc1c(F)cccc1F (stereo not given)	-8	0.7	-1	-10	-3	1	-8	-0.4	0	-4
C=CCSc1nnc(C)n1-c1ccc(Cl)cc1	0	0.7	-2	-10	-8	6	-7	-0.3	-7	6
CCc1noc(C)c1C(=O)Nc1cc(S(=O)(=O)N(CC)CC)ccc1N1CCCC1	-8	1.0	3	-4	-2	10	-10	1.0	4	14
CC1(C)CCCN(Cc2c(O)ccc3c(=O)c(-c4nc5ccccc5s4)c(N)oc23)C1	-59	2.2	14	-4	7	2	7	-1.1	3	-11
